Assay outcomes from PubChem BioAssay.
MLL CXXC-DNA inh – inhibitors of human MLL CXXC domain-DNA interaction | Potency, µM (series often up to 115 µM), for inactives: at the highest dose activity change, negative = inhibition, actives largely listed as inhibitors | AID 2662 | MLL-CXXC / FITC-HOXA9 DNA fluorescence polarization | 290,000 tested, 0.037% active | Q03164; active = well fitted inhibition curve with a large enough effect in the polarisation, with a control signal flat, not every such curve was filed as active; inconclusive = small, poorly fitted or top-dose-only effect, or effect the other way, or a change in a side signal; inactive = no such curve, though single readings can be large or run the other way; the % refers to the polarisation; also: potency is read from the fitted curve at half-maximal effect
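Purified MLL-CXXC (added from a 7 uM solution) was preincubated 5 min at ambient with pinned compounds in 50 mM Tris-HCl pH 7.5, 50 mM NaCl, 1 mM DTT, 0.05% BSA. Fluorescein-labeled HOX-A9 DNA (50 nM solution) followed, 30 min, then polarization read.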
Integrin act MD – activators of alpha7 integrin expression for muscular dystrophy | alpha7betagal myoblasts, beta-gal FDG fluorescence, 48 h | Potency, µM (doses to about 38.3 µM), for inactives: at the top dose activation, actives largely listed as activators | 350,000 tested, 0.064% active;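 also: potency is read from the fitted curve at half-maximal effect; 100% = response of the positive control SU9516; nearly all actives have a fitted effect of over 60% in size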
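alpha7betagal+/- myoblasts (passage 13, 250/well) treated 48 h at 37C with compounds at 1:260 dilution of DMSO stock. Lysed, then beta-galactosidase activity read as FDG fluorescence (ex 480/em 540) after 30 min, with pre-read for autofluorescence.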
Menin MLL FP TR – inhibitors of human menin-MLL interaction, mutant MLL peptide; O00255; Menin + Texas Red MLL mutant peptide, fluorescence polarization; Potency, µM (titrated, usually from 61.6 µM), for inactives: at the top dose FP activity change, negative = inhibition, hits mostly inhibitors; 270,000 tested, 0.23% active; AID 1768; active = well fitted inhibition curve with a large enough effect in the polarisation, with a control signal flat, not every such curve was filed as active; inconclusive = small, poorly fitted or top-dose-only effect, or effect the other way, or a change in a side signal; inactive = no such curve, though single readings can be large or run the other way; the % refers to the polarisation; also: potency is read from the fitted curve at half-maximal effect; % of control where 0% means no effect; many of its hits are not listed in these tables
TSG101-PTAP inh – blocks PTAP/TSG101 interaction to inhibit HIV-1 budding; AID 493005; Q99816; Fluorescence polarization, FITC-PTAP peptide / Tsg101 binding; 340,000 tested, under 10 active; Potency, µM (doses to about 115 µM), for the others: at the top dose activity change, negative = inhibition, actives largely listed as inhibitors; active = well fitted inhibition curve with a large enough effect in the main read-out, with a control signal flat, not every such curve was filed as active; inconclusive = small, poorly fitted or top-dose-only effect, or effect the other way, or a change in a side signal; inactive = no such curve, though single readings can be large or run the other way; also: potency is read from the fitted curve at half-maximal effect; % of control where 0% means no effect
Target sequence (Q99816 whole entry, looked up): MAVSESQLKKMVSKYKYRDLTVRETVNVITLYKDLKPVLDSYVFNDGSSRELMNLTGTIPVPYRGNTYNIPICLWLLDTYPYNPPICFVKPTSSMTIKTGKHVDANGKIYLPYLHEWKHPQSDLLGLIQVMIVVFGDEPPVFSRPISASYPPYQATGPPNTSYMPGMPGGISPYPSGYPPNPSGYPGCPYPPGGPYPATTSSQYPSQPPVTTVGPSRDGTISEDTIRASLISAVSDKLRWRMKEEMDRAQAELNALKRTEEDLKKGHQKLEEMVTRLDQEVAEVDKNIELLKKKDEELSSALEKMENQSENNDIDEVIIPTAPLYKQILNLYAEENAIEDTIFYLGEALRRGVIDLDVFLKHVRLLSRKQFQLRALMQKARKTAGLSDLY
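Compounds were pin-transferred onto Tsg101 binding domain (10 uM final) in HEPES pH 7.5 buffer, then FITC-PTAP peptide was added at 50 nM final. After 20 min at RT, polarization reported peptide displacement across a qHTS concentration series.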
Mito fusion yeast – blocks mitochondrial division or promotes mitochondrial fusion. S. cerevisiae fusion-defective mutant growth rescue, CellTiterGlo 48 h. Potency, µM (doses to about 46.1 µM), for the others: top-dose growth rescue (activation), hits mostly activators. 320,000 tested, 0.23% active;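 also: potency is read from the fitted curve at half-maximal effect; % of control where 0% means no effect; nearly all actives have a fitted effect of over 45% in size; temperature-sensitive fusion mutants such as fzo1-1 at 37 °C on non-fermentable ethanol glycerol medium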
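Growth-rescue viability read-out: after 48 h at the non-permissive 37C in glycerol/ethanol YPEG, yeast mitochondrial fusion mutants are measured by CellTiterGlo luminescence; compounds (23 nl pinned per well) restoring growth score as division inhibitors or fusion activators.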
S-ASM inh – blocks human secretory acid sphingomyelinase; Potency, µM (top dose mostly 57.5 µM), for the others: at the highest dose activity change, negative = inhibition, usual class: inhibitors; AID 504937; 340,000 tested, 0.006% active; placental ASM, HMU-PC fluorogenic substrate, 60 min; P17405; also: potency is read from the fitted curve at half-maximal effect
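Human placenta-derived ASM enzyme was preincubated with compound for 10 minutes at room temperature, then given fluorogenic substrate HMU-PC0 (9 uM final) for 60 minutes at 37 °C; a pH 10 stop preceded fluorescence reading at Ex 386/Em 447 nm.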
AT treatment – potential ataxia-telangiectasia treatment | AID 485349 | […] A-T fibroblasts, KAP-1 phosphorylation AlphaLISA; neocarzinostatin DNA damage 30 min before lysis | 320,000 tested, 0.19% active | Potency, µM (doses to about 57.5 µM), inactives show at the top dose activation, hits mostly activators; also: potency is read from the fitted curve at half-maximal effect; % of control where 0% means no effect; nearly all actives have a fitted effect of over 45% in size
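hTERT-immortalized A-T patient fibroblasts ([…]), 500 cells/well in OPTI-MEM, 1% FBS, got compounds for 60 min, then NCS for 30 min at 37C. Lysates were then assayed for phospho-KAP-1 by AlphaLISA (anti-pKAP1 donor, anti-KAP1 acceptor beads), 6 hr at 25C.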
MBNL1 CUG block – MBNL1-poly(CUG) RNA binding inhibition. TR-FRET MBNL1-His/biotin-(CUG)12 binding, 665/545 ratio. Potency, µM (top dose mostly 57.5 µM), inactives show top-dose activity change, negative = inhibition, most hits filed as inhibitors. 280,000 tested, 0.036% active. AID 2675; active = well fitted inhibition curve with a large enough effect in the signal ratio, with a control signal flat, not every such curve was filed as active; inconclusive = small, poorly fitted or top-dose-only effect, or effect the other way, or a change in a side signal; inactive = no such curve, though single readings can be large or run the other way; the % refers to the signal ratio; also: potency is read from the fitted curve at half-maximal effect; % is scaled to controls: 0 for no effect and ±100 for the full control effect
Target sequence (Q9NR56 whole entry, looked up): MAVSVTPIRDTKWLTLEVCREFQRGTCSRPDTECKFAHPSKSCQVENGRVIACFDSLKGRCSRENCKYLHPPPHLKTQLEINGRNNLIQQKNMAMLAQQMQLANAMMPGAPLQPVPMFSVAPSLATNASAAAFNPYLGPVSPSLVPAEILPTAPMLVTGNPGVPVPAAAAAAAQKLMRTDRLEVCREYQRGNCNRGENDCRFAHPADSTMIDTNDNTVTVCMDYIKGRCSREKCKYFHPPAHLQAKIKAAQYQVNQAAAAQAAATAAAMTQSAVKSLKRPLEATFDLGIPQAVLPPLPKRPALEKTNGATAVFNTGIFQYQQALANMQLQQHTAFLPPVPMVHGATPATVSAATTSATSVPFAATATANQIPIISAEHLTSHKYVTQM
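MBNL1-His + Biotin-(CUG)12, cpd titration 92 nM–58 uM; Tb anti-His Ab 0.055 ng/ul, SA-XL665 5 nM (final); 60 min RT; ratiometric 665/545 nm, Ex 340 nm; normalized to buffer and full-complex controls.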
TCR activator – activates T cell receptor signaling. primary human leukocytes, anti-CD3, IL-2 HTRF, 48 h. Potency, µM (highest dose often 9.22 µM), for inactives: at the highest dose activation of IL-2 secretion, hits mostly activators. 330,000 tested, under 10 active; also: % of control where 0% means no effect
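1) Mix primary human leukocytes, a-CD3 beads and compound. 2) Incubate 48 hr. 3) Add HTRF IL-2 reagents (a-IL-2-K, a-IL-2-d2).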
TSHR antag – blocks TSH signaling through the human TSH receptor; activity change, negative = inhibition, % at 11.5 µM; P16473; 330,000 tested, 0.2% active; TSHR-expressing cells, TSH-stimulated cAMP HTRF, 2 h; active compounds read low; AID 504810;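 active = activity change below a set negative limit, meaning inhibition stronger than a set level, cut at about -70% in these data; inconclusive = activity change between two set negative limits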; also: % is scaled to controls: 0 for no effect and ±100 for the full control effect
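Competitive HTRF cAMP read-out (cryptate anti-cAMP antibody, cAMP-d2; 30 min, room temperature) in freshly harvested TSHR cells. Compounds added before TSH at EC80 (4nM final), followed by 2 hours' incubation at 37 deg C.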
Active calls of the source: *; ? = inconclusive; / = not tested or not shown; [ ] = dose if it differs, or a comment. Unless noted, calls follow the shape of the dose curve; as a rule, active = well fitted curve in the direction sought with a large enough effect; inconclusive = small, poorly fitted or top-dose-only effect, or another doubt; inactive = no such curve, though single readings can be large; an effect the other way counts as inactive or inconclusive.

SMILES	MLL CXXC-DNA inh	Integrin act MD	Menin MLL FP TR	TSG101-PTAP inh	Mito fusion yeast	S-ASM inh	AT treatment	MBNL1 CUG block	TCR activator	TSHR antag
Cc1ccc(S(=O)(=O)N2CCN(C(=O)CCC(=O)NCc3cccc(C(F)(F)F)c3)CC2)cc1	/	-0.1%	/	-0.9%	-7.0%	1.4%	2.9%	/	-4.1%	-0.1
CCOC(=O)c1cnc(Nc2ccccc2)nc1C(F)(F)F	-1.5%	5.3%	/	-4.4%	1.9%	-0.9%	-1.5%	-10.1%	-4.5%	-10.8
COCCNC(=O)c1cc(-c2ccccc2OC)on1	-5.0%	-19.6%	4.8%[11.7 µM]	-2.4%	-0.7%	-3.1%	-1.9%	-11.7%	2.8%	-9.8
CCCCN(C)C(=O)C(Cc1ccccc1)NS(=O)(=O)c1ccc2c(c1)c(=O)n(C)c(=O)n2C (stereo not drawn)	0.0%	-0.6%	-6.7%	-7.1%	4.2%	1.5%	2.9%	13.2%	-7.7%	-8.9
Cc1c(NC(=O)CSc2nnc(C(C)N(C)C)n2-c2ccccc2)c(=O)n(-c2ccccc2)n1C (stereo not drawn)	/	10.4%	/	-1.3%	/	3.6%	/	/	8.1%	/
C#CCOCCOCCOCCNc1nc(N2CCN(C(=O)[C@H]([C@@H](C)CC)n3cc([C@@H](N)Cc4ccc(O)cc4)nn3)CC2)nc(N2CCN(C(=O)[C@H]([C@@H](C)CC)n3cc([C@@H](N)CC(C)C)nn3)CC2)n1	-0.9%	29.1%	?	-0.9%	-2.0%	-0.2%	-13.8%	-8.8%	-4.5%	15.7
O=C(NC1CC2CCC1C2)C1COc2ccccc2O1 (stereo not drawn)	-1.7%	-1.6%	-4.1%	-3.2%	8.1%	2.6%	2.3%	8.0%	-1.5%	-7.4
CCN1C[C@@H]2[C@@H]3C(=O)N(Cc4ccccc4)C(=O)[C@@H]3[C@](C)(C1=O)N2C(=O)c1ccc(C(F)(F)F)cc1	/	16.9%	/	-3.8%	/	2.1%	/	/	9.8%	/
O=C(c1cccc(F)c1)N1CCN(Cc2cccc(Br)c2)CC1	0.8%	0.3%	?	-3.2%	8.0%	1.9%	-0.9%	?	5.8%	-10.6
CCOC(=O)c1cc(OC(=O)c2ccccc2OC)n(-c2ccccc2)n1	82.1%[activator]	-13.4%[7.66 µM]	2.3%	-2.6%	-2.9%	-2.3%	-4.4%	0.5%	-35.8%	-7.4
Cc1ccc(-c2nn(-c3ccccc3)cc2C2CC(c3cccs3)=NN2C(=O)CCCC(=O)O)cc1 (stereo not drawn)	-0.4%	21.9%	9.3%	-6.9%	0.9%	-10.7%	9.1%	-1.4%	0.3%	-5.9
CCOc1ccc(Cc2c(Cl)nc(SC)nc2N(C)C)cc1	13.6%	-18.0%	2.2%	-0.3%	17.1%	-8.0%	11.7%	-6.1%	-2.3%[46.1 µM]	-17.7
CN(CCCNC(=O)c1cc2c(=O)[nH]c3ccccc3c2n1C)Cc1ccccc1	7.1%	-10.5%	-15.5%	1.0%	7.0%	-1.9%	-0.6%	-16.2%	2.4%	-3.3
CC(C)Cn1c(CN2CCN(C(=O)c3ccco3)CC2)nc2c1c(=O)n(C)c(=O)n2C	0.4%	9.8%	-7.3%	-1.5%	2.4%	1.0%	1.3%	/	-3.1%	0.7
O=C(O)c1cccnc1SC1CC(=O)N(c2cccc(C(F)(F)F)c2)C1=O (stereo not drawn)	-5.6%	-11.6%	1.5%	-3.4%	-11.1%	1.3%	-1.1%	-4.9%	3.0%	6.1
COc1cc(/C=C/C(=O)OCC(=O)NCCN2C(=O)CSC2=O)ccc1OCC#N	/	-17.7%	/	0.6%	-5.3%	4.2%	5.5%	/	-0.8%	-2.6
CN(C)CCCn1c(SCC(=O)Nc2nccs2)nnc1-c1ccncc1	-0.1%	?	7.9%	-0.4%	-6.6%	-2.8%	-10.9%	-3.6%	-11.7%	-10.6
CC(=O)c1c(NCCc2ccccc2)nc(=S)n(-c2ccccc2)c1C	4.4%	-49.4%[inhibitor]	-18.5%	0.7%	-1.9%	-3.0%	-2.6%	/	-5.1%	-1.9
COC(=O)N/N=C/c1cc(N=Nc2ccccc2Cl)ccc1O	44.3%	-25.1%	/	-2.1%	9.8%	-6.0%	34.2%	-7.6%	-8.8%	-15.1
O=C(c1cccc2ccccc12)C1CCCN(C(=O)CCN2CCCO2)C1 (stereo not drawn)	-1.1%	-3.7%	16.9%	-0.7%	-4.3%	-2.1%	?	?	0.7%	23.6
CC(C)c1ccc(S(=O)(=O)N2CCN(C(C)C(=O)N3CCCC3)CC2)cc1 (stereo not drawn)	/	26.5%	/	-1.6%	-4.7%	0.7%	-1.9%	/	3.4%	-5.4
Cc1cc(NC(=O)NC(=O)c2ccccc2NC(=O)CN)ccc1Oc1ncc(Br)cn1	/	-29.1%	/	1.5%	/	1.6%	/	/	0.7%	/
CCCCN1C(=O)c2ccc(C(=O)Nc3cccnc3)cc2C1=O	2.6%	-3.5%	26.2%	-0.5%	4.8%	-1.7%	-5.3%	?	4.5%	-6.3
CC(NC(=O)c1cccnc1)C(=O)N1CCCCC1 (stereo not drawn)	-4.1%	27.9%	-13.4%	-7.2%	-0.1%	0.8%	1.3%	-6.5%	2.2%	2.5
COc1ccccc1CCNC(=O)C(=O)NCC1OCCCN1S(=O)(=O)c1cc(C)ccc1C (stereo not drawn)	16.4%	-23.8%	/	-2.9%	-15.3%	-1.9%	2.4%	5.9%	-1.8%	-19.0
Cc1ccc(-c2nnc(SCC(=O)Nc3cccnc3Cl)n2N)cc1	/	-19.1%	/	-2.1%	/	2.3%	6.3%	/	/	/
CSc1nc2ccc(NC(=O)c3ccccn3)cc2s1	6.1%	17.5%	1.2%	-1.2%	7.0%	-10.6%	0.9%	85.4%[activator]	-4.9%	-18.3
COc1ccc(N(CC(=O)NCc2ccc(F)cc2)S(=O)(=O)c2c(C)n[nH]c2C)cc1	-3.1%	14.9%	10.9%	-9.2%	-0.1%	-0.7%	2.4%	-2.8%	-4.0%	8.2
COCC(C)NCc1ccc(C)cc1C (stereo not drawn)	3.0%	16.1%[7.66 µM]	-19.2%	-2.7%	-3.4%	0.4%	4.4%	0.8%	3.7%	-3.2
COC(=O)c1sc(NC(=O)C2CCCCC2C(=O)O)c(C(=O)OC)c1C (stereo not drawn)	-15.6%	-1.5%	-1.5%	-2.6%	4.0%	-2.8%	7.2%	34.3%[activator]	3.1%	-3.0
Cc1onc(C(=O)N2CCC(C(N)=O)CC2)c1-c1ccccc1Cl	2.8%	11.4%	10.0%	-5.4%	-2.8%	3.3%	1.7%	0.0%	-1.4%	-10.3
CC(C)(C)c1ccc(C(=O)Nc2ccc(O)c3c(=O)cc(-c4ccccc4Cl)oc23)cc1	0.7%	15.3%	2.6%	0.6%	-3.5%	-12.0%	-2.7%	-0.9%	-3.3%	-1.1
O=C(OCc1ccccc1)N1CCC2CC1c1cc(Cl)ccc12 (stereo not drawn)	/	22.4%	/	3.6%	/	0.2%	/	/	-0.1%	/
COc1ccc(C(=O)NCc2cccnc2)cc1OC	-0.6%	-2.9%	1.5%	/	-5.7%	-1.1%	3.2%	-16.4%	/	39.3
COc1cc2ccccc2cc1-c1nnc(COc2ccccc2)o1	-9.0%	-6.6%	11.1%	0.7%	10µM*	58.5%[activator]	8.6%	38.9%[activator]	-5.9%	8.8
CCSC(C)CC1C/C(=N/O)c2c(C)noc2C1 (stereo not drawn)	-7.1%	3.3%	-0.5%	-5.6%	4.1%	1.2%	2.3%	3.5%	5.2%	13.8
Cc1ccc(-c2cc(C(=O)Nc3ccc(S(=O)(=O)Nc4ncccn4)cc3)[nH]n2)c(O)c1C	3.9%	28.3%	/	-2.8%	0.1%	-1.2%	-9.1%	7.4%	-2.7%	-9.2
C#CCOCCOCCOCCNc1nc(N2CCOCC2)nc(N2CCN(C(=O)[C@H](Cc3ccc(O)cc3)n3cc([C@@H](N)CC(C)C)nn3)CC2)n1	17.2%	7.5%	?	-0.7%	0.5%	-1.6%	13.4%	-8.6%	5.3%	-10.0

A portion of the library (hit frequency here may not be typical).
